Screens: PubChem, The Scripps Research Institute Molecular Screening Center
core dimer inh: HCV core protein dimerization inhibition | inhibition, % at 5 µM | TR-FRET GST/Flag-core106 dimerization, 1536-well | AID 1899 | 300,000 compounds, 0.33% hits;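 active = inhibition above the mean of all tested compounds plus 3 SD, set per screening campaign, cut at about 45% in these data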
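System: GST/Flag-tagged HCV core106 proteins. Incubation: compound-protein-antibody incubation 4 h at 22.5 °C. Technique: HTRF with 340 nm excitation, 617/671 nm emission. Medium: KF-containing HEPES buffer, pH 7.45, DTT, CHAPS, BSA. Read-out: inhibition (%) from 671 over 617 nm ratio. Also added: Eu(K)-anti-GST 90 ng/mL plus XL665-anti-Flag 1 µg/mL.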
PAFAH2 FP inh: inhibitors of human PAFAH2; recombinant PAFAH2, FP-rhodamine activity probe, fluorescence polarization; inhibition, % at 3.39 µM; 340,000 compounds, 0.99% hits;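 active = inhibition above the mean over all tested compounds plus 3 SD, cut at about 30% in these data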;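 note: inhibitors block probe labeling of enzyme so polarization drops; 0% = enzyme with DMSO and 100% = wells lacking PAFAH2 protein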
Fh CTSL1 inh: cathepsin L1 inhibition, PFM18AAP counter-screen | recombinant F. hepatica cathepsin L1, Z-Leu-Arg-MCA fluorescence | inhibition, % at 5.96 µM | 300,000 compounds, 0.49% hits | AID 1906;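 active = inhibition above the mean of all tested compounds plus 3 SD, set per screening campaign, cut at about 17% in these data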;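 note: 0% = plate median of test compound wells and 100% = 1 µM Z-Phe-Ala-diazomethylketone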
PP5 primary: blocks human protein phosphatase 5 activity | P53041 | purified PP5c, OMFP substrate fluorescence | inhibition, % at 6.7 µM | 320,000 compounds, 0.18% hits | AID 1987;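 active = inhibition above the campaign's mean inhibition across all tested compounds plus 3 SD, cut at about 9.5% in these data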;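 note: 0% = DMSO only and 100% = 100 µM cantharidin control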
Target sequence (P53041 whole entry, looked up): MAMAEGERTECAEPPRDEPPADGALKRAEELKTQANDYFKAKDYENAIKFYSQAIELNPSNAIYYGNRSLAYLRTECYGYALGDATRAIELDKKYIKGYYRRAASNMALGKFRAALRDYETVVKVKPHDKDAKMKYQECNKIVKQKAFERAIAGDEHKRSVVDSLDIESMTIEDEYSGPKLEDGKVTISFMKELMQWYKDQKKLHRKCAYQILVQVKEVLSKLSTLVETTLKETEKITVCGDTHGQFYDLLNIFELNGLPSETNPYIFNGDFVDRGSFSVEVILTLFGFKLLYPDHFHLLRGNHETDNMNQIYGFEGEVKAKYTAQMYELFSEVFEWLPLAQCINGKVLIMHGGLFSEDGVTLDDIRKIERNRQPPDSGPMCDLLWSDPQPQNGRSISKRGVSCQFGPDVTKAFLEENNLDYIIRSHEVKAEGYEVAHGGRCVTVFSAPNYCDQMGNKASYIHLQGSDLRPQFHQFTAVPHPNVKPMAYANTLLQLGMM
TPT1 inhibitor: inhibitors of Candida albicans tRNA 2'-phosphotransferase TPT1. AID 1962. 300,000 compounds, 0.81% hits. recombinant caTPT1, FP RNA substrate dephosphorylation. inhibition, % at 5 µM;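 active = inhibition above the mean of all tested compounds plus 3 SD, set per screening campaign, cut at about 24% in these data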;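 note: plate controls were DMSO alone for no effect and ferristatin control at 100 nM for full effect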
proCasp3 act: activates human procaspase-3; recombinant procaspase-3 D3A, Ac-DEVD-pNA absorbance 405 nm; activation, % at 8.5 µM; 330,000 compounds, 0.11% hits;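 active = activation above the mean of all tested compounds plus 3 SD, cut at about 21% in these data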;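 note: 0% = DMSO alone and 100% = DMSO wells spiked with extra 5 µM PC-3 D3A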
Target sequence (P42574 whole entry D9A/D28A/D175A): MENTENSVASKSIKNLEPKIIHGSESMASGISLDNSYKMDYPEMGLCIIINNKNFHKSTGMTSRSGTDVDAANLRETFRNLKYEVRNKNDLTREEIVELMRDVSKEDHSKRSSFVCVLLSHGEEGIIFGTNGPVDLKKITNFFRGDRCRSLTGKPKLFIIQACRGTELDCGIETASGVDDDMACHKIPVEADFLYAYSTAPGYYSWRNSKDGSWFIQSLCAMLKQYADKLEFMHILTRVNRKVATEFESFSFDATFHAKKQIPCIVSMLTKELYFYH
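Assay system: Autoprocessing-dead procaspase-3 D3A mutant enzyme; also added: Ac-DEVD-pNA; doses: one concentration, 8.5 µM nominal, 0.8% DMSO; times: 1 h compound preincubation, 2 h substrate hydrolysis at 25 °C; technique: 405 nm absorbance of p-nitroaniline, reads at 0 and 120 min; measure: % activation between DMSO and enzyme-spiked controls; repeats: single replicate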
PP1 inh: counter-screen for PP5 inhibitors: inhibitors of human PP1-alpha. P62136. purified PP1alpha, OMFP fluorescence. inhibition, % at 6.7 µM. 320,000 compounds, 0.9% hits;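 active = inhibition above the mean inhibition of all tested compounds plus 3 SD, computed separately for each screening campaign, cut at about 15% in these data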
AHR activator: activates the human aryl hydrocarbon receptor | activation, % at 5 µM | 320,000 compounds, 2.5% hits | AHR-responsive luciferase reporter cells, luminescence | P35869 | AID 2796; in the data active = activation above about 47%;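 note: 0% = vehicle wells and 100% = reference agonist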
proCasp7 act: counter-screen for procaspase-3 activators: activators of human procaspase-7; P55210; recombinant procaspase-7, Ac-DEVD-pNA absorbance 405 nm; D23A/D198A/D206A triple mutant, cannot self-cleave; scale: DMSO 0, 5 µM enzyme 100; activation, % at 8.5 µM; 330,000 compounds, 0.093% hits; AID 463210;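 active = percent activation above the screen-wide mean plus 3 SD, cut at about 25% in these data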
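Assay system: Uncleavable procaspase-7 mutant enzyme / Input: 2 µM procaspase-7 mutant as dispensed / Dosing: single nominal 8.5 µM compound dose, 0.8% DMSO final / Timing: 1 h enzyme–compound preincubation and 2 h substrate reaction, both 25 °C / Detection: p-Nitroaniline absorbance at 405 nm, read at 0 and 120 min / Replication: singlicate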
* marks the source's active call; other numbers are inactive results; nt = not tested or not shown.

Molecule,core dimer inh,PAFAH2 FP inh,Fh CTSL1 inh,PP5 primary,TPT1 inhibitor,proCasp3 act,PP1 inh,AHR activator,proCasp7 act
CC1=C(C(=O)O)N2C(=O)C(NC(=O)c3ccn(C)n3)C2SC1 (stereo unspecified),-4,-8,-1,1.4,-6,-9,-2,2,-20
CCn1nc(C)cc1C(=O)Sc1ccc(C)cc1,6,5,-1,2.0,1,0,0,0,1
CCNc1nc(NCC)nc(Oc2ccc(N)cc2)n1,6,2,-4,-1.6,-2,2,0,3,-5
CCN(c1ccccc1)S(=O)(=O)c1ccc(OC)c(NC(=O)CCc2nc3ccccc3c(=O)[nH]2)c1,1,-3,6,1.1,2,-3,-3,2,0
CCOc1ccc(-c2nc(CCl)cs2)cc1OC,-13,5,-1,3.4,-2,-1,1,12,5
COc1ccc(COCC(O)CN2CCOCC2)cc1OC (stereo unspecified),3,0,0,-2.2,-1,-4,-3,1,-3
C#CCOCCOCCOCCNc1nc(N2CCN(C(=O)[C@H](CCCCN)n3cc(CCCC)nn3)CC2)nc(N2CCN(C(=O)[C@H](Cc3ccc(O)cc3)n3cc(CCO)nn3)CC2)n1,-28,7,7,1.8,0,-8,21*,1,14
COc1ccc(S(=O)(=O)N2CCC3(CC2)CC(=O)c2ccccc2O3)cc1C,11,0,-1,0.4,-3,-6,-1,-3,3
COc1ccc(/C=C(\NC(=O)c2ccc([N+](=O)[O-])cc2)C(=O)N2CCOCC2)cc1,-3,1,-1,2.3,4,-9,-2,-1,1
CC(Nc1nc(-c2ccccc2)nc2ccccc12)c1ccccc1 (stereo unspecified),-9,-9,-5,5.6,1,0,2,7,-8
O=C(O)c1ccc(/C=N/NC(=O)c2ccc(CN3c4cccc5cccc(c45)S3(=O)=O)cc2)cc1,11,-34,-1,1.9,3,1,11,3,-4
C[C@H]1CN([C@@H](C)CO)C(=O)c2cccc(NC(=O)Nc3ccc(C(F)(F)F)cc3)c2O[C@@H]1CN(C)Cc1ccc(Cl)c(Cl)c1,nt,-32,nt,nt,nt,0,nt,8,25
CCn1c(=O)c(C(=O)NNC(=O)c2ccccc2F)c(O)c2ccccc21,-12,16,2,0.8,-2,0,8,7,-2
CC(=C/c1ccc(C(C)C)cc1)/C=N/NC(=O)c1ccncc1,-4,1,2,0.6,0,-1,0,14,-15
COc1ccc(NC(=O)CCC(=O)N2CCN(S(=O)(=O)c3ccc(C)cc3)CC2)c(OC)c1,1,-2,-1,-3.4,1,-4,-3,0,-10
Oc1ccc(-c2onc3ccc(Cl)cc23)cc1,-2,-9,-6,4.3,-23,-13,1,3,-17
COc1ccc(CCNC(=O)CCS(=O)(=O)c2cccc3nsnc23)cc1OC,-12,-13,-20,1.4,0,1,-1,4,6
CCOc1ccc(CCNC(=O)COC(=O)c2ccco2)cc1OCC,1,2,-6,3.0,2,6,-2,0,8
CN(C)CCCNC(=S)N(CCCN(C)C)Cc1cc2cc3c(cc2[nH]c1=O)OCO3,-6,-12,0,2.7,-2,10,-1,0,-3
CN(C)C1=NC[C@H](Cc2ccccc2)N1CCCCc1ccccc1,-11,0,-2,0.1,1,6,-3,10,2
CC(=O)Nc1c(C)ccc(S(N)(=O)=O)c1C,-5,-1,10,-2.2,-6,0,-4,-1,-4
Cc1ccc(C(=O)Nc2ncc3c(n2)CC(c2ccco2)CC3=O)cc1 (stereo unspecified),2,4,-2,4.1,2,-2,-1,4,1
COC(=O)C1=C(C)N(Cc2ccc(OC)cc2)C(=O)C1,-1,-1,-1,3.2,0,-2,2,-2,8
COc1ccc(CNC(=O)CN(C(=O)CCC(=O)Nc2nccs2)c2cccc(C)c2)cc1,-7,2,-4,2.9,2,-2,2,5,4
CC(C)Oc1ccc(C(=O)N(CN2CCCC2=O)c2ccc(F)cc2)cc1,3,5,1,-1.3,-1,-7,-1,5,-12
COc1cccc(-c2nnc(N(C)C(=O)C3CCOC3)s2)c1 (stereo unspecified),-8,7,4,2.2,0,-1,7,5,7
CCOC(=O)c1cccc(NC(=O)CSc2nnc(COc3ccccc3C)o2)c1,-18,8,3,0.1,-3,-2,-9,-1,2
Cc1ccc(S(=O)(=O)N2CCN(C(=O)COC(=O)/C=C/c3ccc(F)cc3)CC2)c(C)c1,13,1,-4,2.5,2,0,2,-1,1
CCN(CC)S(=O)(=O)c1ccc(NC(=O)CC(NC(C)=O)c2ccccc2)cc1 (stereo unspecified),1,-17,-5,1.5,-6,9,-1,1,11
O=C/C=C/c1coc2ccc3ccccc3c2c1=O,7,nt,12,-1.5,0,-3,-3,10,5
COc1ccc(CNS(=O)(=O)c2ccc3c(c2)CC(C)N3C(=O)C2CC2)cc1 (stereo unspecified),0,-2,3,3.2,0,-8,-1,-1,2
COc1ccc(CCN(C)C(=O)CSc2nnc(-c3ccco3)o2)cc1OC,1,-1,0,1.6,0,-5,-1,1,5
O=c1[nH]c(SCc2ccccc2)nc2c1cnn2-c1ccc(F)cc1,6,-1,-7,1.1,-1,5,5,46,-6
NC(=O)Cn1nc2sc3ccccc3n2c(=O)c1=O,-1,nt,2,-2.4,1,-9,-2,4,-4
CC(C)=NNC1=NC(C)(C)Cc2ccccc21,-1,3,4,0.1,0,0,-10,14,5
COc1ccc2c(c1OC)C(=O)N1C2SC(C)(C)[C@H]1C(=O)NCCCOC(C)C (stereo partly specified),6,2,0,0.5,-1,2,-4,2,3

Reprinted from the part before: 2 entries, then new ones.
Molecule,core dimer inh,PAFAH2 FP inh,Fh CTSL1 inh,PP5 primary,TPT1 inhibitor,proCasp3 act,PP1 inh,AHR activator,proCasp7 act
CC(C)=NNC1=NC(C)(C)Cc2ccccc21,-1,3,4,0.1,0,0,-10,14,5
COc1ccc2c(c1OC)C(=O)N1C2SC(C)(C)[C@H]1C(=O)NCCCOC(C)C (stereo partly specified),6,2,0,0.5,-1,2,-4,2,3
CC(C)Cc1ccc(CN2CCC(n3nccc3NC(=O)C3CCCC3)CC2)cc1,-8,5,-2,2.8,2,3,1,-9,2
CC(C)(C)OC(=O)NCCCC[C@@H](C(=O)N1CCN(C(=O)OC(C)(C)C)CC1)n1cc(CCC(=O)O)nn1,8,1,-2,3.6,-2,17,0,0,1
COC(=O)c1ccc(CO/N=C(\NC(C)=O)c2nonc2NC(C)=O)cc1,-3,-1,-6,2.6,3,-6,3,4,2
COc1cccc(/C=N/NC(=O)CNC(=O)c2ccc(S(=O)(=O)N3CCCC3)cc2)c1OC,-3,-3,-1,4.2,-2,-7,2,-1,-15
O=C(NCc1cccc2[nH]ccc12)C1CCC(=O)N(CCc2ccccc2)C1 (stereo unspecified),2,2,0,-0.3,-1,17,-10,1,0
Cc1ccc(O)c(NC(=O)C2CCCCC2)c1,2,3,1,0.5,0,-3,0,4,-4
O=C(CCN1CCOCC1)N/N=C/c1cc([N+](=O)[O-])ccc1OC(F)F,-2,-1,0,2.3,-1,1,-1,14,3
O=C(CN1CCCC1)Nc1ccc([N+](=O)[O-])cc1Cl,-7,-4,-3,1.3,-2,0,0,1,0
Cc1onc(-c2c(Cl)cccc2Cl)c1C(=O)NC(=S)N1CCOCC1,3,-6,1,-2.5,2,-12,-4,0,-8
Cc1nc2ccccc2c2oc(C(=O)N3CC(C)CC(C)C3)cc12 (stereo unspecified),15,6,0,2.0,-1,-6,-2,14,8
C=CCn1c(SCCOc2ccc(OC)cc2)nnc1C(C)NC(=O)Cc1ccc(OC)cc1 (stereo unspecified),0,10,-2,0.5,-1,6,-2,1,-8
COC(=O)c1cccc(C(=O)N2CCC(CO)(Cc3ccccc3Cl)CC2)c1,0,1,1,1.2,0,11,-1,0,7
Cc1cc(C)c(NC(=O)COC(=O)CCn2c(C)csc2=O)c(C)c1,-4,-3,-8,3.2,0,-9,-5,1,-2
CC(=O)Nc1ccccc1C(=O)C(=O)Nc1cccc(C(=O)NC2CC2)c1,-2,-1,-2,1.0,-2,5,1,-1,-10
CCOC(=O)c1c(N)sc2c(O)c(Br)ccc12,-12,-2,-7,3.0,0,-2,-1,0,-19
O=C(CN1CCC(NC(=O)Nc2ccccc2)CC1)Nc1ccc([N+](=O)[O-])cc1,0,-12,3,-0.9,-1,5,-5,0,6
O=C(Oc1cccc2cccnc12)c1ccco1,-1,-3,-2,0.6,-1,-3,6,0,2
CC(C(=O)OCC(=O)NC1CCCC1)N1C(=O)c2ccccc2C1=O (stereo unspecified),nt,1,nt,nt,nt,1,nt,-2,0
COCCCNC(=O)CN1C(=O)CSc2ncccc21,-4,-2,-2,-0.2,-3,0,-10,-1,-2
CC(C)=C1C2CC2C2C(C(=O)O)C12 (stereo unspecified),-1,2,5,-0.4,2,-1,-2,1,5
CCOc1c(Br)cc(CNc2ccc(N3CCOCC3)cc2)cc1OC,-14,-5,1,2.5,-1,-2,2,9,-19
CSc1nc(NC(C)=O)nc(C)c1Br,0,6,3,-0.5,-6,-1,0,-4,11
Cc1ccc(OCCCC(=O)NC(C)c2ccccc2)c(C)c1 (stereo unspecified),-1,3,1,-0.4,-6,-1,-3,4,3
CCCc1nc(SC2CCCC2)c2c(=O)n(C)c(=O)n(C)c2n1,1,1,2,-1.5,-2,6,-3,13,9
CCOC(=O)C(C)c1n[nH]c(=O)c2ccccc12 (stereo unspecified),-2,4,-2,1.1,-2,0,0,1,3
CCCN(CC(=O)Nc1ccccc1C)C(=O)c1ccc(Cl)c(S(=O)(=O)N2CCCC2)c1,-3,0,-1,-0.7,2,-17,2,1,-6
c1ccc(OCCCn2ccnc2)cc1,1,-2,-2,6.1,1,-3,-3,9,0
CCCCS(=O)(=O)N1CCC(C(=O)Oc2ccccc2OC)CC1,-1,-7,-2,0.2,1,-5,7,4,8
Cn1c(=O)n(Cc2ccccc2)c(=O)c2c1nc1n2CCS1,8,-4,3,-0.7,0,4,-1,0,10
COc1ccc(/C=c2\s/c(=C/C(=O)c3ccc(C)cc3)[nH]c2=O)c(OC)c1,16,-27,2,1.8,67*,-13,3,14,-29
Cc1ccc(CNc2ncnc3c2cnn3-c2ccccc2)cc1,-4,1,3,1.6,1,-9,1,0,2
CC(C)OC(=O)CC1C(=O)NCCN1C(=S)NC(=O)CCc1ccccc1 (stereo unspecified),-15,-4,-2,3.9,-1,4,-1,3,-8
